Apaf-1 inh: blocks human Apaf-1 apoptosome activity. reconstituted apoptosome caspase-3 activity, DEVD-Rh110 fluorescence. inhibition, % at 20 µM. 330,000 compounds, 0.71% hits. O14727. AID 489030; active = inhibition of at least 40% at 20 µM;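 also: plate controls were DMSO wells for no effect and DEVD-CHO caspase inhibitor wells for full effect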
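Assay system – apoptosome proteins · Medium – Hepes buffer, pH 7.5 · Also added – cytochrome c with DEVD-Rh110 · Timing – 30 min compound preincubation, 50 min activation, room temperature · Detection – Rh110 fluorescence, excitation 480 nm, emission 540 nm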
SENP7 block: blocks the human protease SENP7; recombinant SENP7, Z-RLRGG-aminoluciferin luminescence, 40 min; inhibition, % at 5 µM; 330,000 compounds, 1.5% hits;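 active = inhibition above about 50% at the single test dose, limit read from the data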;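 also: plate controls were DMSO with enzyme for no effect and no enzyme buffer wells for full effect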
Target sequence (Q9BQF6 706-1050 limits assumed): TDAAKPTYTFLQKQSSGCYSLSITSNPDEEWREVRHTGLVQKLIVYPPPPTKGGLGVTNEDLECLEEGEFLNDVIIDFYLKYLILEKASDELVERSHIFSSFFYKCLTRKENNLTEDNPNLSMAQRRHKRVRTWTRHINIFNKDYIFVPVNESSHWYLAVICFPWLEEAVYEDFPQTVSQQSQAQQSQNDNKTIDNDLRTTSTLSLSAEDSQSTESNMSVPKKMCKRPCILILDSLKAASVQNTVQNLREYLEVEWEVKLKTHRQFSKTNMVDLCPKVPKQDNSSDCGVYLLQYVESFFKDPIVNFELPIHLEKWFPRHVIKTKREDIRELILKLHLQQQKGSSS
UBC13 inh: blocks human UBC13 polyubiquitin chain formation | TR-FRET | 330,000 compounds, 0.47% hits | inhibition, % at 20 µM; in the data active = inhibition above about 45%, passing the limit was not always enough
Target sequence (P61088 whole entry, looked up): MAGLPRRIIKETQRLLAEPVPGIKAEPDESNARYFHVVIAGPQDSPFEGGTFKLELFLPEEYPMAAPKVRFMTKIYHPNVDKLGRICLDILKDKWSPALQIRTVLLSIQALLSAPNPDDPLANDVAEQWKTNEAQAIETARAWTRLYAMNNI
HKDC1 inh: inhibitors of human hexokinase HKDC1; Q2TB90; recombinant HKDC1, G6PDH/diaphorase resazurin coupled fluorescence; inhibition, % at 20 µM; 340,000 compounds, 0.16% hits; AID 493160;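 active = inhibition above about 35% when tested at 20 µM, limit read from the data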;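 also: plate controls were DMSO wells with enzyme for no effect and DMSO wells lacking enzyme for full effect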
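System: Recombinant HKDC1 hexokinase | Amount: HKDC1 at 5 µg/mL | Reagent: Glucose with 1 mM ATP | Doses: Single 20 µM dose | Incubation: Reaction time 90 min, room temperature, protected from light | Signal: Coupled resazurin fluorescence, excitation 525 nm, emission 613 nm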
SENP8 inh: inhibitors of human SENP8 protease; Q96LD8; purified SENP8, Z-RLRGG-aminoluciferin cleavage, luminescence; inhibition, % at 10 µM; 330,000 compounds, 1.2% hits
Target sequence (Q96LD8 whole entry, looked up): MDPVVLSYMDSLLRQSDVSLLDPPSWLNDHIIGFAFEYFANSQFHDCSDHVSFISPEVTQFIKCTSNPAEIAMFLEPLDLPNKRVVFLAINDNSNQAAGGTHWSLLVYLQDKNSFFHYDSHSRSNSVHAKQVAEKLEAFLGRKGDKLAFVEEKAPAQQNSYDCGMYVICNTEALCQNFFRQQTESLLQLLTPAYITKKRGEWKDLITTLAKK
697 NFkB inh: inhibitors of the PMA/ionomycin-induced NF-kB reporter in 697 B cells | 697 B-cell NF-kB luciferase reporter, 16 h | inhibition, % at 4 µM | 330,000 compounds, 0.33% hits | AID 435022; in the data active = inhibition above about 35%
Jurkat NFkB inh: lowers PMA/ionomycin-induced NF-kB signal in Jurkat cells; PMA/ionomycin-induced NF-kB luciferase reporter, luminescence; inhibition, % at 4 µM; 330,000 compounds, 0.53% hits
Gli-Sufu antag: blocks Gli-Sufu signaling in a luciferase reporter; Sufu-KO-LIGHT fibroblasts, Gli luciferase reporter luminescence; inhibition, % at 5 µM; 340,000 compounds, 0.74% hits; AID 588413;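 active = inhibition above about 55%, limit read from the data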;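 also: 0% = DMSO-treated cells and 100% = wells with medium but no cells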
* marks the source's active call; other numbers are inactive results; nt = no result given. Rule as the data show it, unless noted: active = inhibition above about 50%; inactive = the rest.

compound | UBC13 inh | 697 NFkB inh | Apaf-1 inh | Jurkat NFkB inh | HKDC1 inh | SENP8 inh | Gli-Sufu antag | SENP7 block
CCCCc1ccc(/C(C)=N/Nc2cc(N3CCOCC3)nc(C)n2)cc1 | 9 | -45 | 20 | 2 | -3 | 1 | 28 | -3
Cc1cccc(/C=N/NC(=O)c2ccc(Br)cc2)c1 | 2 | -25 | 8 | -15 | 7 | -5 | -35 | 33
O=C1OCc2ccc(NC(=O)C3CCCCC3)cc21 | 3 | 20 | -18 | -1 | 3 | -4 | 25 | -10
C#CCOCCOCCOCCNc1nc(N2CCN(C(=O)[C@H](CCCN=C(N)N)n3cc(C(N)[C@@H](C)CC)nn3)CC2)nc(N2CCN(C(=O)[C@H](CCC(=O)O)n3cc([C@@H](N)CC(N)=O)nn3)CC2)n1 (some centres not stated) | -3 | -22 | 11 | -17 | -4 | -14 | -12 | -7
CCC1Oc2ccccc2N(CC(=O)NCCCN2CCC(C)CC2)C1=O (configuration not stated) | 9 | 23 | -26 | 19 | -14 | 6 | 7 | -5
COc1cccc(-n2nnnc2SCC(=O)Nc2cccc(NC(C)=O)c2)c1 | -4 | 15 | 0 | -11 | 15 | -9 | 18 | -3
O=C(NC1CCCC1)C1CCC(CNS(=O)(=O)c2ccccc2)CC1 (configuration not stated) | 3 | -27 | -15 | -16 | -8 | 3 | -17 | 2
COc1cccc(NC(=O)CN2C(=O)CSc3ccc(S(=O)(=O)N4CCCCC4)cc32)c1 | -1 | -1 | 11 | 7 | -3 | 4 | 6 | -7
CCC(=O)c1ccc(OCC(O)CN2CCc3ccccc3C2)cc1 (configuration not stated) | 11 | 1 | -1 | 10 | -4 | -7 | 19 | -3
COc1ccc(N2C(=O)CC(Nc3cccc(C(C)=O)c3)C2=O)cc1OC (configuration not stated) | -3 | 5 | 5 | -3 | -5 | 3 | -4 | 0
CCOC(=O)c1nc(Nc2cccc(C)c2)c2ccccc2n1 | 1 | -1 | 6 | -2 | -2 | -2 | -6 | 4
Cc1cc(C)c(S(=O)(=O)NCc2ccc3c(c2)OCO3)c(C)c1 | 5 | 0 | 1 | 17 | -3 | -3 | 1 | 4
CSc1nsc(SCC(=O)Nc2ccc(OC(C)=O)cc2)n1 | -6 | 1 | 0 | -93 | 5 | -8 | -8 | 2
CC(=O)Nc1nc(-c2ccccc2)cc(-c2ccco2)c1C#N | 6 | 8 | -4 | 3 | -5 | 4 | 3 | 9
NC(=O)CC(NC(=O)Cc1ccc(Br)cc1)c1ccc(NC2CC3CCC2C3)c([N+](=O)[O-])c1 (configuration not stated) | -14 | -1 | 38 | 45 | 5 | -7 | 19 | 0
CC(C)(C)n1nc2c(c1NC(=O)Cc1ccc([N+](=O)[O-])cc1)CS(=O)(=O)C2 | -4 | 7 | 0 | -9 | -3 | 3 | -3 | -8
COC(=O)c1ccc(CSc2nc3ccccc3c(=O)n2-c2ccc(OC)c(OC)c2)o1 | -2 | -1 | 7 | 21 | -8 | -2 | 11 | -6
COCCNCCCOc1ccc(C)cc1Br | 4 | 11 | 1 | -14 | 2 | 4 | 6 | -2
O=C(Cn1ncc(N2CCCC2)c(Br)c1=O)c1ccc(Cl)cc1 | 9 | -51 | -6 | -34 | -4 | 1 | -77 | 2
Cc1ccc(NC(=S)NN2CCN(C)CC2)cc1 | 5 | 10 | 4 | 4 | -9 | 6 | -4 | 19
CC1(C)CC(=O)C(C(=O)Cc2ccccc2[N+](=O)[O-])C(=O)C1 | 0 | -16 | 5 | 10 | -11 | -1 | -3 | 0
CCOC(=O)CNc1ccc2c(c1)OCO2 | -34 | -16 | 40* | -22 | 20 | 4 | 2 | -1
CC(=O)C1=C(C)NC(C)=C(C(C)=O)C1c1cccs1 | -2 | 3 | -10 | -9 | -3 | 1 | 1 | 0
COc1ccccc1N1CCN(CC(C)N(C(=O)C2CCCCC2)c2ccccn2)CC1 (configuration not stated) | -4 | -16 | 1 | 5 | -3 | -8 | 20 | -8
CC(C)(C)Cc1nnc(NC(=O)CCc2ccccc2)s1 | -3 | -43 | 7 | -25 | -4 | -2 | -47 | 5
CC[C@H]1CC2CN3CCc4c([nH]c5c([C@H]6C[C@H]7[C@H](CC)CN(C)[C@@H](Cc8c6[nH]c6ccccc86)[C@H]7C(=O)OC)c(OC)ccc45)C(C(=O)OC)(C2)C13 | 14 | 17 | 32 | 26 | nt | 3 | nt | -1
C#CCSc1ncc(-c2ccccc2)cn1 | 8 | -50 | -3 | -32 | -10 | -4 | -31 | 3
CCOC(=O)c1ccc(NC(=O)c2nc[nH]c2C(=O)N[C@@H](CC(C)C)C(=O)OCc2ccccc2)cc1 | -21 | 13 | 17 | 13 | 4 | 5 | -1 | -6
CC1CCN(C(=O)COC(=O)c2cc(=O)[nH]c3ccccc23)CC1 | -2 | -56 | 3 | -10 | -6 | -3 | -34 | -11
COc1ccccc1-n1c(=O)c2c3c(sc2n2c(SC)nnc12)CCC3 | 2 | 18 | 8 | 4 | 2 | -2 | 52 | 4
CCCCCn1nc(C(=O)N(CCOC)c2c(N)n(CCCC)c(=O)[nH]c2=O)c2ccccc2c1=O | -6 | -7 | 0 | 11 | -2 | -8 | -9 | -2
COc1ccc(C)cc1N(C(=O)c1ccco1)C(C(=O)NC1CCCC1)c1cc(OC)c(OC)c(OC)c1 (configuration not stated) | 0 | -6 | 4 | -1 | -2 | -4 | -1 | 6
O=[N+]([O-])c1ccc(N2CCN(c3cccc(Cl)c3)CC2)nc1 | 7 | 5 | -3 | 61* | 2 | 4 | 11 | 3
Cc1ccc(-c2nc(SCC(=O)c3c(N)n(C4CC4)c(=O)[nH]c3=O)n[nH]2)cc1 | 1 | 17 | -5 | -6 | 2 | -7 | 25 | 6
O=C(NCc1ccccc1Cl)c1cnn2cccnc12 | 17 | 0 | -1 | -22 | -2 | -7 | 1 | 3
O=C(/C=C/Nc1cccc(C(F)(F)F)c1)c1ccc(Oc2ncccn2)cc1 | 11 | -23 | 12 | -44 | 2 | 7 | -35 | -1
Cc1ccc(C)c(-n2c(-c3ccncc3)n[nH]c2=S)c1 | 6 | 0 | -12 | 6 | 0 | -4 | -4 | -1
O=C(CS(=O)(=O)Cc1ccccc1)NCCc1ccc(F)cc1 | 7 | 3 | -6 | 11 | 1 | 3 | 37 | 7
COc1ccccc1N1CCN(S(=O)(=O)c2cccs2)CC1 | 14 | 9 | -14 | 10 | -5 | 5 | -4 | 4
CCOC(=O)C1(Cc2cccc(F)c2)CCN(C(=O)COC)CC1 | -12 | -42 | 5 | -2 | -7 | 2 | 12 | 9
O=c1c2ccccc2c(C=NCCCN2CCOCC2)c(O)n1Cc1ccccc1 | -7 | -24 | 19 | -24 | 1 | -2 | -1 | 6
O=C(N/N=C/c1ccc([N+](=O)[O-])s1)c1ccccc1Br | -22 | 12 | 8 | 9 | -4 | 23 | 26 | 17
O=C(O)/C=C/C(=O)Nc1ccc(Oc2ccc(NC(=O)/C=C/C(=O)O)cc2)cc1 | 18 | 1 | 2 | -1 | nt | -8 | nt | -4
CCCCN(CC)CCNC(=O)c1cc2c(=O)[nH]c3ccccc3c2s1 | 29 | 5 | 3 | -30 | -2 | 7 | -4 | 0
CNS(=O)(=O)c1cccc(C(=O)OCC(=O)N2c3ccccc3NC(=O)C2(C)C)c1 | -14 | 18 | 6 | -3 | -6 | -17 | -1 | -6
O=C(CN1CCc2ccccc2C1)NC1CCCC1 | 7 | 1 | -8 | -5 | 2 | -1 | 6 | 0
COc1ccc(CCNC(=O)Cn2nc([N+](=O)[O-])c(Br)c2C)cc1OC | 0 | 0 | -10 | -19 | -5 | -7 | 7 | -7
Cc1cccc2c1CC(C)(C)N/C2=C\C(N)=O | 5 | 7 | 8 | 0 | -8 | -1 | 0 | 7
COC(=O)CSc1nnc(-c2sc3cc(OC)ccc3c2Cl)n1C | -4 | -9 | 10 | -13 | -5 | 5 | -4 | 0
O=C(O)CCN(CCC(=O)O)c1ccccc1 | 4 | 8 | 5 | 12 | 0 | -7 | -3 | 2

Next section.
compound | UBC13 inh | 697 NFkB inh | Apaf-1 inh | Jurkat NFkB inh | HKDC1 inh | SENP8 inh | Gli-Sufu antag | SENP7 block
Cc1c(O)ccc(/C=N/Nc2nc(-c3cccnc3)nc3ccccc23)c1O | -26 | -62 | -1 | -3 | -7 | -10 | -46 | 8
c1ccc(-c2cc3n(c2)CCc2ccccc2-3)cc1 | -3 | -20 | 14 | -16 | 2 | -9 | -31 | 15
Cc1cc(C)c(C#N)c(SCc2nnc(-c3ccccc3[N+](=O)[O-])o2)n1 | 8 | -222 | -3 | -184 | 0 | -3 | -89 | -6
COc1ccc(CNCC(O)(c2ccccc2)c2ccc(F)cc2)cc1OC (configuration not stated) | 2 | -13 | 18 | 1 | -2 | 10 | 17 | 7
NNc1ccc2nnc(C(F)(F)C(F)(F)C(F)(F)F)n2n1 | 0 | 2 | -19 | -15 | -3 | 0 | 8 | 3
COc1ccc2oc(C(=O)OC(C)C(=O)Nc3ccc(N4CCOCC4)cc3)c(C)c2c1 (configuration not stated) | -7 | -5 | 2 | -8 | 2 | -5 | -2 | 2
COc1cc(OC)cc(C(=O)N[C@H](C(=O)OCC(=O)NC(C)c2ccccc2)C(C)C)c1 (some centres not stated) | -7 | 17 | 7 | 2 | -6 | -4 | -6 | 13
COc1ccc(C2C(C(=O)c3cccs3)=C(O)C(=O)N2c2cccc(C)n2)cc1OC (configuration not stated) | -3 | -3 | -4 | -20 | 0 | 0 | 10 | 9
CCCCN(C)S(=O)(=O)c1ccc(C(=O)N(CCN(C)C)c2nc3ccc(C)cc3s2)cc1 | 22 | -4 | -2 | -31 | -4 | 5 | -8 | -4
O=C(c1ccccc1)N1N=C(c2ccccc2)CC1c1ccc2nccnc2c1 (configuration not stated) | 0 | -30 | -3 | -1 | -3 | -4 | 0 | -7
O=C1OCCC1Sc1nnc(-c2ccc(O)cc2)o1 (configuration not stated) | -1 | 13 | 6 | -3 | -2 | -11 | 11 | -13
COc1ccc(CNC(=O)Cn2cnc3c(=O)n(C)c(=O)n(C)c32)cc1 | 9 | 22 | -14 | 0 | -6 | 0 | 2 | -5
C=CCc1c(C)nc(SCCC)[nH]c1=O | -13 | 16 | -2 | -8 | -6 | 0 | 4 | -19
Cc1cccc(C(=O)NC(NC(=S)Nc2ccc(S(N)(=O)=O)cc2)C(Cl)(Cl)Cl)c1 (configuration not stated) | -7 | -10 | 2 | 0 | -1 | -12 | 1 | -14
CCOc1ccc(/C(O)=C2\C(=O)C(=O)N(c3ccc(OC)cc3)C2c2ccccc2[N+](=O)[O-])cc1 (configuration not stated) | -19 | -143 | 12 | -73 | 9 | 24 | -15 | 8

Screening results: PubChem BioAssay, Sanford-Burnham Center for Chemical Genomics
